ERK EGF block: inhibitors of EGF-stimulated ERK signaling pathway. HEK293-V1b, EGF-stimulated phospho-ERK AlphaScreen. Potency, µM (titrated, usually from 11.5 µM), for inactives: at the highest dose activity change, negative = inhibition, usual class: inhibitors. hit rate 0.41% among 130,000; active = well fitted inhibition curve with a large enough effect; inconclusive = small, poorly fitted or top-dose-only effect, or effect the other way;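 also: plate controls were stimulated vehicle wells for no effect and unstimulated vehicle basal for full effect; nearly all actives have a fitted effect of over 55% in size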
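Stably V1b-transfected HEK293 cells; 30 min compound, then EGF 25 nM final for 5 min at 37C; 10 min lysis; phospho-ERK by AlphaScreen after 5 hr beads at room temperature.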
The depositor's hits bear a star; ? = inconclusive; [ ] = another dose, or the depositor's remark. Potency is read from the fitted curve at half-maximal effect. An excerpt, so the mix of outcomes need not match the whole.

Compound	ERK EGF block
CC1CC(C)(C)NC(=S)N1CC(=O)N(C)Cc1ccccc1 (stereo unspecified)	0.7%
CCC(C)NCCCCOc1ccc(Br)cc1 (stereo unspecified)	-1.2%
CCOc1ccccc1C1C(C(=O)Nc2ccc(OC)cc2)=C(C)Nc2nc(CCCO)nn21 (stereo unspecified)	5.3%
COc1ccc(C)cc1-n1nc2ccccc2n1	-7.7%
O=C(c1cc2sccc2n1Cc1ccc(F)cc1)N1CCc2ccccc21	13.4%
O=C(Nc1cc(C(F)(F)F)ccc1Cl)C1CCN(c2nnc(-n3cccc3)s2)CC1	4.9%
Cc1ccc(S(=O)(=O)N(C)C)cc1NC(=S)N(CCC#N)Cc1cccnc1	-1.8%
CN(C)CCNC(=O)Nc1cccc(Cl)c1Cl	-6.7%
CCN(CCn1cccn1)C(=O)c1cc(COc2ccc(F)cc2Cl)on1	5.7%
CC1CC(C)CN(CCCNC(=O)c2ccc3c(SCC(=O)O)c4c(nc3c2)CCC4)C1 (stereo unspecified)	2.0%[57.5 µM]
C/C(=N/NC(=O)CNC(=O)CCc1ccccc1)c1ccc(Cl)cc1	0.3%[57.5 µM]
N#CCCCCN1CCCC1	-1.7%[57.5 µM]
CCCNC(=O)c1ccc2c(=O)c(O)c(-c3ccc(F)cc3)[nH]c2c1	9.8%[57.5 µM]
CC(C)(O/N=C(\C(=O)N[C@@H]1C(=O)N2C(C(=O)[O-])=C(C[n+]3ccccc3)CS[C@@H]12)c1csc(N)n1)C(=O)O	6.4%[25.7 µM]
COc1cc(C(CCN2CCN(c3ccccc3)CC2)c2c(OC)cc(OC)c3c(C)cc(=O)oc23)cc(OC)c1OC (stereo unspecified)	-19.3%[57.5 µM]
O=C(O)c1c2c(nc3ccc(S(=O)(=O)N4CCC(C(=O)NC5CCCCCC5)CC4)cc13)CCCC2	-2.4%

Some of these compounds in order of SMILES length, descending.
Compound	ERK EGF block
CC(C)(O/N=C(\C(=O)N[C@@H]1C(=O)N2C(C(=O)[O-])=C(C[n+]3ccccc3)CS[C@@H]12)c1csc(N)n1)C(=O)O	6.4%[25.7 µM]
C/C(=N/NC(=O)CNC(=O)CCc1ccccc1)c1ccc(Cl)cc1	0.3%[57.5 µM]
N#CCCCCN1CCCC1	-1.7%[57.5 µM]

Additional entries.
Compound	ERK EGF block
O=P(O)(O)c1ccccc1OCCOCCOCCOCCOc1ccccc1P(=O)(O)O	2.5%
CNC(=S)SCCOc1ccccc1	-3.2%[57.5 µM]
CCN=C1S/C(=C\c2ccc(O)c(OCC)c2)C(=O)N1CC	4.0%
COc1ccc(CNn2c(-c3ccccc3F)nc3ccccc3c2=O)cc1OC	5.7%
Cc1ccccc1NC(=O)c1cn2c(nc3ccccc32)c(C#N)c1C	0.4%[57.5 µM]
O=C(NCCCN1CCOCC1)C(=O)N/N=C/c1ccccc1O	6.3%[57.5 µM]
O=S(=O)(c1ccc(F)cc1)N1CCN(Cc2ccccn2)CC1	5.0%
Cn1nnnc1SCC(=O)NCc1ccccc1	-1.1%

Part of the list above, reformatted.
> O=P(O)(O)c1ccccc1OCCOCCOCCOCCOc1ccccc1P(=O)(O)O
- ERK EGF block: 2.5%

> CNC(=S)SCCOc1ccccc1
- ERK EGF block: -3.2%[57.5 µM]

> CCN=C1S/C(=C\c2ccc(O)c(OCC)c2)C(=O)N1CC
- ERK EGF block: 4.0%

> COc1ccc(CNn2c(-c3ccccc3F)nc3ccccc3c2=O)cc1OC
- ERK EGF block: 5.7%

More compounds.
Compound	ERK EGF block
O=C1CCCN1CCC1CCCCN1Cc1nc(-c2cnccn2)no1 (stereo unspecified)	-3.4%[57.5 µM]
CC(=O)Nc1ccc(S(=O)(=O)NC(C)C(=O)OCC(=O)NC2CCCC2)cc1 (stereo unspecified)	-7.1%
C/C(=N/NC(=O)CN1CCN(S(=O)(=O)c2ccc(Br)cc2)CC1)c1ccco1	-12.4%
O=c1ccn(C2OC(COP(=O)(O)OP(=O)(O)OP(=O)(O)O)C(O)C2O)c(=O)[nH]1 (stereo unspecified)	11.0%
CN(CC(=O)Nc1ccccc1C(F)(F)F)C(=O)COc1cccnc1[N+](=O)[O-]	-5.6%
O=C(CCC1CCCC1)Nc1cccc(Cc2ccncc2)c1	-2.3%
O=S(=O)(NCCCN1CCOCC1)c1ccc(Cl)s1	7.7%[57.5 µM]
O=c1c([N+](=O)[O-])cccn1Cc1ccc(F)cc1Cl	20.4%
CCOC(=O)N1CCN(C(=O)C(=O)N/N=C/c2ccc(OC)cc2OC)CC1	4.5%[57.5 µM]
CCOc1ccccc1NC(=S)NCC1CCCO1 (stereo unspecified)	5.2%
O=C1CC(C2CCCO2)C(=O)N1c1ccc(Cl)c(Cl)c1 (stereo unspecified)	1.6%
O=S(=O)(Cc1ccc(Cl)cc1)NCc1cccnc1	-12.8%[57.5 µM]
O=C(NCC1CCCO1)c1cc2c(=O)[nH]c3ccccc3c2s1 (stereo unspecified)	-2.0%
Cc1ccccc1C(=O)NC(=S)Nc1cccc(NC(=O)C(C)C)c1	4.9%
CN(Cc1cnn(C)c1)Cc1nc(-c2ccc(Cl)cc2)no1	-8.5%
Cc1cc(C)c2nc(NNC(=O)c3cc(-c4cccs4)nc4ccccc34)sc2c1	?
COc1cc(C2NC(=O)NC(C)=C2[N+](=O)[O-])cc(OC)c1OC (stereo unspecified)	1.3%[57.5 µM]
COC(=O)c1cc2c(ccn2-c2ccc(F)cc2)n1Cc1ccc(C#N)cc1	2.1%
C=CCOc1ccnc(-c2ccccc2)n1	14.6%[57.5 µM]
CCOC(=O)c1sc(NC(=O)Nc2ccc(F)cc2)nc1C	33.1%
CC1CCCCC1NC(=S)NC(=O)c1cccs1 (stereo unspecified)	5.5%[57.5 µM]
N#CC1CC(c2ccc([N+](=O)[O-])cc2)=NN1c1ccc([N+](=O)[O-])cc1 (stereo unspecified)	-1.1%
O=C(C1CC=CCC1)N1CCC(CO)(Cc2ccc(Cl)cc2)CC1 (stereo unspecified)	-12.6%
COc1cccc(S(=O)(=O)Nc2ccc(C(=O)N3CCCCCC3)cc2)c1	4.7%
O=CN1N=C(c2ccccc2)CC1c1ccccc1[N+](=O)[O-] (stereo unspecified)	6.2%
C/C(=N/NC(=O)CNC(=O)COc1cccc(C)c1)c1ccco1	-10.3%[57.5 µM]
N#C/C(=C\c1ccc(O)c(O)c1)C(=O)NCCc1ccccc1	?
COC(=O)C1CCN(C(=O)c2ccc(OC3CCN(Cc4ccccn4)CC3)cc2)CC1	-6.2%
COc1ccc(NC(=O)c2ccccc2[N+](=O)[O-])cc1OC	-1.3%
COC(=O)C1=C(C)C(c2ccc(OC)cc2)NC(=O)N1 (stereo unspecified)	2.1%
O=C1CC[C@@H](CN(Cc2ccccn2)Cc2nc(-c3ccc(C(F)(F)F)cc3)no2)N1	-1.2%
C/C(=N\NC(=O)Cn1nc(C)c([N+](=O)[O-])c1C)c1ccc(O)cc1	-2.5%
CCn1c2ccccc2c2nnc(SCC(=O)NC3CCS(=O)(=O)C3)nc21 (stereo unspecified)	23.7%
Cc1ccc(C(C)C)c(OCC(=O)N/N=C/c2ccc(S(=O)(=O)O)o2)c1	-8.7%[57.5 µM]
COc1cc(OC)cc(C(=O)O/N=C(\N)c2ccccn2)c1	-7.9%[57.5 µM]
CCOc1ccc(C(=O)NCC(=O)OCC(=O)Nc2cccc(S(=O)(=O)N3CCCC3)c2)cc1	-6.8%[57.5 µM]
C/C=C(\C)C(=O)Nc1cccc(C2=NOC3(C2)C[C@@H](C(N)=O)N(C(=O)c2ccccc2C(=O)c2ccccc2)C3)c1 (stereo partly specified)	10.1%[57.5 µM]
COc1cc(OC)cc(C(=O)Nc2ccc(NC(=O)c3ccco3)c(Cl)c2)c1	10.3%
CCOc1cccc(C(=O)NC(=S)Nc2cccc(NC(=O)c3ccccc3Cl)c2)c1	-2.9%
CC(OCC(O)CNCC1COc2ccccc2O1)c1ccc(Cl)cc1 (stereo unspecified)	-3.0%

Continued:
mol | ERK EGF block
CO[C@H]1[C@H](O[C@H]2O[C@@H](C)[C@@H](O[C@@H]3C[C@](C)(O)[C@H](O)[C@H](C)O3)[C@@H](N(C)C)[C@@H]2O)[C@@H](CC=O)C[C@@H](C)[C@@H](O[C@H]2CC[C@H](N(C)C)[C@H](C)O2)/C=C\C=C/C[C@@H](C)OC(=O)C[C@H]1O | 3.2%[25.7 µM]
O=C(NCc1cccnc1)c1ccccc1NS(=O)(=O)c1ccc(F)cc1F | 5.4%[57.5 µM]
CCC(C)(C)NC(=O)C(c1cccs1)N(C(=O)c1ccn[nH]1)c1ccccc1 (stereo unspecified) | 1.7%
O=C(Nc1ccc(F)cc1)C(=O)C1C(=O)Nc2ccccc21 (stereo unspecified) | 6.6%[57.5 µM]
Cc1cc(C)c(OCCCCN2CCC(C)CC2)c(Br)c1 | -1.4%
O=C(COC(=O)c1cnccn1)c1ccc([N+](=O)[O-])cc1 | -10.0%[57.5 µM]
NCCC[C@@H](CC(=O)N[C@@H]1CCNC[C@H]1C(=O)N[C@H](CC(=O)N[C@@H](CCC(=O)O)CC(=O)O)Cc1ccccc1)NC(=O)C[C@H](Cc1c[nH]c2ccccc12)NC(=O)[C@@H]1CNCC[C@H]1N | -7.4%
Cc1ccc(NC(=O)COC(=O)CCC(=O)c2cccs2)cc1C | -1.4%
O=C(O)C1=C[C@@H](c2ccc3c(c2)OCO3)C[C@@H](OCCCCO)O1 | 2.0%[57.5 µM]
COc1ccc(-n2cc(CNC3CCOCC3)c(-c3cccc(F)c3)n2)cc1 | -23.6%
COc1ccc(C(=O)/C=C/Nc2ccc(S(=O)(=O)Nc3nc(C)cc(C)n3)cc2)c(OC)c1 | 4.6%[57.5 µM]
Cc1nnc(SCC(=O)N2CC(=O)Nc3ccccc32)s1 | 0.9%
Cc1c2c(c(C)n1C)C(C(=O)NC1CCCCC1)N(Cc1ccccc1)C2=O (stereo unspecified) | 0.3%
Cn1cc(Br)c(C(=O)Nc2sc3c(c2C#N)CCC3)n1 | -5.3%[57.5 µM]
O=C(N/N=C/c1ccccc1)c1c(O)c2ccccc2[nH]c1=O | 1.7%
O=c1cc(CNc2cc(Cl)ccc2Cl)nc2sccn12 | -3.1%
Cc1ccc(N(C(=O)c2ccccc2Cl)C2=NC(C)CS2)c(C)c1 (stereo unspecified) | 4.5%
CN(C)c1oc(-c2ccccc2[N+](=O)[O-])nc1C#N | 13.4%[57.5 µM]
COc1ccc(-c2csc(N3C(=O)CNC3=S)n2)cc1 | 5.2%
CNS(=O)(=O)c1cc(Cl)ccc1Sc1ccccc1C(=O)O | 8.4%[57.5 µM]
COc1ccc(C(C)(C)C)cc1S(=O)(=O)N1CCC(C(N)=O)CC1 | 2.9%
OC(CNC1CCCCC1)COCCOc1ccc(Br)cc1 (stereo unspecified) | -6.4%
O=C(Cc1cc(=O)[nH]c(=O)[nH]1)N1CCN(C(=O)c2ccco2)CC1 | 29.5%
Nc1cc(Cl)ccc1N1CCCC1 | 1.6%
Cc1[nH]c2ccccc2c1C(=O)CSc1ccc(Cl)cc1 | -10.6%
Cc1ccc(S(=O)(=O)C(F)(F)F)cc1NC(=O)c1cccnc1 | -2.9%
Cc1[nH]nc(Nc2ccc(Br)cc2)c1[N+](=O)[O-] | ?
C/C(=N\NC(=O)c1cccc(S(=O)(=O)N2CCOCC2)c1)c1cc2ccccc2o1 | -13.6%[57.5 µM]
O=C(N/N=C/c1ccco1)c1cc(-c2ccc(Br)s2)[nH]n1 | ?
CCC(Nc1ccc(OC)cc1)C(=O)N/N=C/c1ccc([N+](=O)[O-])cc1 (stereo unspecified) | 11.9%
CCn1c2ccccc2c2cc(NC(=O)C(=O)N3CCOCC3)ccc21 | 5.3%
O=C(NCc1ccccc1)Nc1cc(Cl)ccc1Cl | 1.2%[57.5 µM]
Cn1cccc1C(=O)N1CCC2(CC1)CCN(c1ccccn1)CC2 | 25.4%
O=C1CCN(C(=O)/C=C/c2ccccc2)c2ccccc21 | 14.1%
COc1cc(OC)cc(C(=O)NCc2cc(C)nc3ccccc23)c1 | 4.5%
CC(=O)C(Cc1cccc(F)c1)(Cc1cccc(F)c1)C(C)=O | -5.6%
CCOC(=O)C1CCCN(C(=O)c2ccc3c(c2)OCO3)C1 (stereo unspecified) | 3.0%
COc1cccc(OCCNC(=O)c2ccccc2Sc2ccccc2C#N)c1 | 3.8%
Cc1cc(C)n(C(=O)CNC(=O)C(c2ccccc2)c2ccccc2)n1 | -0.9%
CC(/C=N/N1CCN(Cc2ccccc2)CC1)=C\c1ccccc1 | ?
CC1CC(C)CN(CCOc2ccccc2-c2ccccc2)C1 (stereo unspecified) | 2.0%
CCOC(=O)C1CC(c2ccccc2)=NNC1=O (stereo unspecified) | -8.6%
O=C(Cc1ccccc1)NCc1ccncc1 | -4.7%
Cc1nn(-c2ccccc2)c(C)c1N | -8.2%
CC1=Nc2ccccc2/C1=C/c1c(N)n2c(S(=O)(=O)CC(C)C)nsc2nc1=O | 11.8%
COC(=O)c1scc(S(C)(=O)=O)c1-n1cccc1 | -15.6%[57.5 µM]
CN(C)S(=O)(=O)c1cccc(NC(=O)COC(=O)CNC(=O)c2ccccc2F)c1 | -2.4%[57.5 µM]
COc1ccc(/C=C/c2c([N+](=O)[O-])c(=O)n(C)c(=O)n2C)c(OC)c1OC | -6.2%
Cn1c(NCc2ccc(Cl)cc2)nc2ccccc21 | 0.5%
COc1cc2c(cc1OC)C(C)N(C(=O)c1nccnc1C(=O)O)CC2 (stereo unspecified) | -6.7%[57.5 µM]

Next part:
mol | ERK EGF block
Cc1ccccc1NC(=O)CN1C(=O)S/C(=C\c2ccc(-c3cc(C(=O)O)ccc3C)o2)C1=O | -7.0%
CN(C)Cc1ccccc1Sc1ccccc1Br | 3.6%
Cn1nnnc1SCC(=O)Nc1cccc(S(=O)(=O)N2CCCC2)c1 | -1.7%
CC(C)CNCC1OCc2ccccc2CO1 | 1.7%[57.5 µM]
CCCCN1C(=O)C(=Nc2cccc3cnccc23)c2ccccc21 | ?
CCN(CC)S(=O)(=O)c1ccc(OC)c(-n2cnnn2)c1 | -30.4%

Bioassay records (PubChem BioAssay)
